CHRM4 antagonist = blocks acetylcholine activation of human M4 receptor; CHO-hM4 cells, ACh EC80, Fluo-8 calcium fluorescence; inhibition, % at 3 µM; AID 624125; P08173; 0.73% of 360,000 active;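 active means inhibition above its plate's cutoff, the mean inhibition of sample wells plus 3 SD, cut at about 27% in these data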;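 further: 0% = acetylcholine EC80 with DMSO and 100% = DMSO without agonist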
Target sequence (P08173 whole entry, looked up): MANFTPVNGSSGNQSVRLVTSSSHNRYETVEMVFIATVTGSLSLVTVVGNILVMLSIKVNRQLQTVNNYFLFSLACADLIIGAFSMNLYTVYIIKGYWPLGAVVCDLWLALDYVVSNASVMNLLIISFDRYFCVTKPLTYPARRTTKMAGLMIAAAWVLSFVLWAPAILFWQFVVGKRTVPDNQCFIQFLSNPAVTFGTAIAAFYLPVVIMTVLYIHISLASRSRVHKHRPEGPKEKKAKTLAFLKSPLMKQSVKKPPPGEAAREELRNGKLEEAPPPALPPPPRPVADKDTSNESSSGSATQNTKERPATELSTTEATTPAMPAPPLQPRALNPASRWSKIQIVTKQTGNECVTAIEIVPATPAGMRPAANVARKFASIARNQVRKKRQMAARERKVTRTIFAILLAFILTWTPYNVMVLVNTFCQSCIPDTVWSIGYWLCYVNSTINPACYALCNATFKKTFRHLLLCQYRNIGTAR
M5 PAM = positive allosteric modulators of human muscarinic M5 receptor; P08912; CHO-K1 hM5, Fluo-8 calcium, ACh EC20 PAM; 0% = ACh EC20, 100% = ACh EC100; activation, % at 3 µM; 0.3% of 360,000 active;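 active means activation above the run cutoff, the mean activation of all test compounds plus 3 SD, cut at about 18% in these data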
Target sequence (P08912 whole entry, looked up): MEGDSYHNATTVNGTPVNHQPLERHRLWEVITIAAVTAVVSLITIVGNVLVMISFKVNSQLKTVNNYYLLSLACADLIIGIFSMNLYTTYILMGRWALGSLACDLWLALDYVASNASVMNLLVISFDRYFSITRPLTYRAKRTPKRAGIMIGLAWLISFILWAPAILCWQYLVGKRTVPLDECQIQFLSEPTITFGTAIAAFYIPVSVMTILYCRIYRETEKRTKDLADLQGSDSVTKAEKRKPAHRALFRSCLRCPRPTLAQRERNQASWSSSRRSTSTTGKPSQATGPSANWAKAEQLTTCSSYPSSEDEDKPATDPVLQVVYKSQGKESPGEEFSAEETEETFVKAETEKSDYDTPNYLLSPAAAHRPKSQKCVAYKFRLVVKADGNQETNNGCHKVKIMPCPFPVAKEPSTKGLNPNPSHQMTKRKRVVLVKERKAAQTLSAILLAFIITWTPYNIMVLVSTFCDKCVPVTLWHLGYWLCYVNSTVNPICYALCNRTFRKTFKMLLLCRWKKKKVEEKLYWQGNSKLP
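Assay system: CHO-K1 hM5 cells / Incubation: Fluo-8 loading 80 min at 37 °C plus 30 min room temperature / Technique: Fluo-8 calcium dye fluorescence, kinetic read / Repeats: single replicate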
CHRM1 antagonist = antagonists of human M1 muscarinic receptor | AID 588852 | P11229 | inhibition, % at 3 µM | CHO-K1 hM1, Fluo-8 calcium fluorescence, ACh EC80 antagonist | 1.3% of 360,000 active;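 active means percent inhibition above its own plate's cutoff, namely the mean of that plate's compound wells plus 3 SD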;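 further: peak over basal fluorescence ratio during 140 s after agonist addition; 0% = ACh EC80 plus DMSO and 100% = DMSO alone without agonist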
CRFBP-R2 agonist = CRF-BP/CRF-R2 complex agonism; HEK293 CRF-R2/CRF-BP, calcium dye fluorescence (FLIPR); percent of saturating CRF peptide response; activation, % at 13.2 µM; 0.46% of 350,000 active; AID 588473;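 active means activation of at least 50%, plus an integration ratio under a set limit after plate pattern correction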;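 further: plate controls were neutral control wells without compound for no effect and CRF at EC100 for full effect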
CHRM4 PAM = positive allosteric modulators of human muscarinic M4 receptor; P08173; activation, % at 3 µM; 0.4% of 360,000 active; AID 624126; CHO-K1 hM4/Gqi5, Fluo-8 calcium fluorescence, ACh EC20; 0% = ACh EC20, 100% = maximal ACh;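 active means activation above its plate's cutoff, the mean activation of sample wells plus 3 SD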; further: some results filed as inactive read as strong as hits
M1 PAM = potentiates human M1 receptor response to acetylcholine; CHO-K1 hM1, Fluo-8 calcium fluorescence, ACh EC20; 0% = ACh EC20, 100% = maximal ACh; activation, % at 3 µM; 0.088% of 360,000 active; AID 588819; in the data active means activation above about 19%, passing the limit was not always enough
M4 ag = CHRM4 agonism in calcium assay. activation, % at 3 µM. AID 624127. P08173. CHO-K1 hM4/Gqi5, Fluo-8 calcium fluorescence; vehicle 0%, full acetylcholine response 100%. 0.14% of 360,000 active;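 active means activation above the run mean over all test wells plus 3 SD, cut at about 32% in these data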;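 further: peak over basal fluorescence ratio per well then scaled between controls; 0% = DMSO wells and 100% = acetylcholine at EC100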
CHRM5 agonist = agonists of human muscarinic M5 receptor (CHRM5); CHO-K1 hM5 cells, Fluo-8 calcium fluorescence; 0% DMSO wells, 100% maximal acetylcholine response; P08912; AID 624037; 0.19% of 360,000 active; activation, % at 3 µM;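 active means activation above the run's mean over test compounds plus 3 SD, cut at about 23% in these data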;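 further: signal is peak over basal fluorescence ratio across the kinetic read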
M5 antag = CHRM5 antagonism in calcium assay. P08912. CHO-hM5 cells, Fluo-8 calcium fluorescence, ACh EC80. inhibition, % at 3 µM. 0.59% of 360,000 active. AID 624040;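 active means inhibition above a per-plate cutoff, the mean of that plate's test compounds plus 3 SD, cut at about 27% in these data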;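 further: 0% = acetylcholine EC80 with DMSO and 100% = DMSO without agonist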
Starred values were filed as active, the others as inactive; · = not tested or not shown. Hits appear at their usual frequency (roughly 2.8% active in at least one column).

CHRM1 antagonist	CHRM4 antagonist	M5 PAM	molecule	CHRM5 agonist	CRFBP-R2 agonist	M4 ag	CHRM4 PAM	M1 PAM	M5 antag
6	-6	-5	COc1ccccc1N(C)S(=O)(=O)c1ccc(C(=O)N(C)Cc2cccc(F)c2)cc1	2	-0.7	15	-8	-9	2
-20	-11	-1	Cc1cc(C)c(NC(=O)CN2CCN(C)CC2)c(C)c1	0	0.6	1	10	7	2
12	-2	-1	COc1ccc(OC)c(/C=C/C(=O)Oc2ccc(C(C)=O)cc2)c1	-5	0.1	1	-1	-6	9
-5	-14	-10	O=C(NCCc1ccc(Cl)cc1)Nc1ccc(F)cc1	3	-5.9	9	0	-3	-18
-12	-3	0	O=C(c1ccco1)N1CCN(Cc2nnc(-c3ccccc3)o2)CC1	0	0.6	1	9	18	-11
2	-2	6	CC(C)(C)c1nnc(NS(=O)(=O)c2ccc(F)cc2)s1	0	-3.3	0	9	3	-6
-8	0	-2	CCN(CC)S(=O)(=O)c1ccc(N/N=C/c2cccnc2)nc1	-2	1.8	2	2	4	1
-3	6	-2	COc1ccc(CC(=O)Nc2cc(S(=O)(=O)N3CCCCC3)ccc2C)cc1	0	-0.2	2	-4	1	3
-12	-2	-1	O=C(NCC(F)(F)F)c1ccc2sc([C@H]3C[C@H](O)[C@@H](CO)O3)nc2c1	0	·	1	1	7	-4
-3	4	-1	COc1ccc(CC(=O)N2CCCc3ccccc32)cc1	-3	0.2	0	-5	7	2
-12	-3	1	Cc1ccn2cc(-c3cccc(NC(=O)C(C)C)c3)nc2c1	-2	0.0	2	-6	12	-13
-7	-4	-6	Cc1ccc(C2C3=C(CCCC3=O)Nc3[nH]c(=S)[nH]c(=O)c32)cc1 (stereo not drawn)	-2	-0.4	1	8	9	6
-1	-9	-5	COc1ccc(Br)cc1CN(C)C(=O)c1ccncc1	-4	2.3	2	2	5	11
-10	0	-3	CCOc1ccc(Cc2nc(C)c(CC(=O)N3CCCCC3)c(=O)[nH]2)cc1	-2	-2.2	0	1	8	2
-4	-4	-4	COc1cc(C(=O)NC2=C(C#N)CCC2)cc(OC)c1OC	4	-1.6	2	-2	7	6

Sorted by SMILES length (descending): some entries from above
CHRM1 antagonist	CHRM4 antagonist	M5 PAM	molecule	CHRM5 agonist	CRFBP-R2 agonist	M4 ag	CHRM4 PAM	M1 PAM	M5 antag
-12	-2	-1	O=C(NCC(F)(F)F)c1ccc2sc([C@H]3C[C@H](O)[C@@H](CO)O3)nc2c1	0	·	1	1	7	-4
6	-6	-5	COc1ccccc1N(C)S(=O)(=O)c1ccc(C(=O)N(C)Cc2cccc(F)c2)cc1	2	-0.7	15	-8	-9	2
-7	-4	-6	Cc1ccc(C2C3=C(CCCC3=O)Nc3[nH]c(=S)[nH]c(=O)c32)cc1 (stereo not drawn)	-2	-0.4	1	8	9	6
-10	0	-3	CCOc1ccc(Cc2nc(C)c(CC(=O)N3CCCCC3)c(=O)[nH]2)cc1	-2	-2.2	0	1	8	2
-3	6	-2	COc1ccc(CC(=O)Nc2cc(S(=O)(=O)N3CCCCC3)ccc2C)cc1	0	-0.2	2	-4	1	3
12	-2	-1	COc1ccc(OC)c(/C=C/C(=O)Oc2ccc(C(C)=O)cc2)c1	-5	0.1	1	-1	-6	9
-12	-3	0	O=C(c1ccco1)N1CCN(Cc2nnc(-c3ccccc3)o2)CC1	0	0.6	1	9	18	-11
-8	0	-2	CCN(CC)S(=O)(=O)c1ccc(N/N=C/c2cccnc2)nc1	-2	1.8	2	2	4	1
2	-2	6	CC(C)(C)c1nnc(NS(=O)(=O)c2ccc(F)cc2)s1	0	-3.3	0	9	3	-6
-4	-4	-4	COc1cc(C(=O)NC2=C(C#N)CCC2)cc(OC)c1OC	4	-1.6	2	-2	7	6
-20	-11	-1	Cc1cc(C)c(NC(=O)CN2CCN(C)CC2)c(C)c1	0	0.6	1	10	7	2
-3	4	-1	COc1ccc(CC(=O)N2CCCc3ccccc32)cc1	-3	0.2	0	-5	7	2

Going on with the list:
CHRM1 antagonist	CHRM4 antagonist	M5 PAM	molecule	CHRM5 agonist	CRFBP-R2 agonist	M4 ag	CHRM4 PAM	M1 PAM	M5 antag
-16	-4	2	COc1ccccc1NC(=O)NCC(=O)Nc1c(C)cccc1C	-4	0.4	1	2	10	8
-21	-2	0	CC1CN(c2nc3ccccn3c(=O)c2/C=C(\C#N)C(N)=O)CC(C)O1 (stereo not drawn)	2	-0.8	0	-4	12	3
4	0	2	Cn1nnnc1SCc1ccc(Cl)cc1	-16	1.5	0	-5	5	6
-10	2	-1	COc1ccc(-c2csc3ncn(-c4ccc(C)cc4)c(=O)c23)cc1OC	-3	-0.8	1	-4	5	-1
4	2	-1	C#CC[N+]1(CC#Cc2cccc(C)c2)CCCCC1	-11	-0.8	1	-4	0	-8
-4	0	-9	O=C(COC(=O)c1ccc([N+](=O)[O-])o1)Nc1ccc2c(c1)OCO2	3	-3.0	1	9	6	11
6	16	-14	CN1CCN(c2ccc(C(F)(F)F)cc2NC(=O)Nc2ccccc2)CC1	9	13	31	-9	0	21
-5	-2	2	CC(C)CNC(=O)c1ccc(Cl)c(Cl)c1	-3	0.1	-1	13	6	-5
-8	-1	5	CCc1nnc2sc(-c3ccc(NC(=O)c4ccco4)cc3)nn12	5	-1.1	-1	7	13	-5
-25	1	-1	Cc1cc(Cl)cc2c(N=Nc3ccccc3C(=O)O)c(O)[nH]c12	-2	-0.7	0	1	16	9
-7	-3	1	O=C(NC(=S)Nc1cccc2cnccc12)c1ccccc1	-1	0.7	0	-3	7	4
5	6	-7	CCO[C@@H]1OC(C(N)=O)=C[C@H](c2ccccc2)[C@H]1CCCO	1	-1.7	0	10	1	20
-2	-8	0	COc1ccc(OC)c(S(=O)(=O)NCCc2ccccc2)c1	-7	0.4	1	-7	-1	-3
-1	14	-12	COc1ccc(OCCOC(=O)c2cccc(-n3cnnn3)c2)cc1	2	-1.4	3	-8	0	9
-2	10	-1	COc1ccc(OC)c(-c2csc(NC(=O)COC(=O)C3CC3)n2)c1	4	0.4	4	1	2	6
-6	1	1	COc1ccccc1Cn1c(C(C)C)nc2ccccc21	-3	-10	-1	-6	6	3
13	1	-4	CCOC(=O)C1(Cc2ccccc2C(F)(F)F)CCN(CC(O)CO)CC1 (stereo not drawn)	-1	-0.6	1	-7	-9	7
-9	-15	-1	COCCN(C(=O)c1csnn1)C(C(=O)NC1CCCCC1)c1ccccc1 (stereo not drawn)	-2	-1.4	1	7	4	0
-4	-7	0	CCCCOc1ccc(C(=O)Nc2ccc3c(c2)C(=O)NC3=O)cc1	-1	0.6	0	5	3	-3
-6	-5	0	CCCn1c(/N=C/c2c[nH]c3ccccc23)nc2ccccc21	1	-0.8	2	0	-2	3
-7	6	-6	Cc1cccc(NC(=O)c2ccccc2NC(=O)c2ccccc2)n1	-3	-0.3	8	-10	4	1
-14	10	0	S=C(Nc1ccccc1)N1CCCN1c1ccccc1	-4	-2.0	0	-4	10	2
-18	-2	10	O=C(CSc1nc(-c2ccccc2)nc2c1Cc1ccccc1O2)Nc1ccc(C(=O)O)cc1	-2	-1.0	1	1	11	0
11	-19	-15	COc1ccc(N(C)S(=O)(=O)c2cccc(C(=O)NC3CCCC(C)C3C)c2)cc1 (stereo not drawn)	-6	-0.1	7	-8	-8	9
12	-20	-10	CC(C)(C)c1ccc(C(=O)c2c[nH]c(C(=O)NCc3cccnc3)c2)cc1	0	-1.9	11	-5	-6	5
5	-7	-3	CC1CCN(C(=O)COC(=O)/C=C/c2ccc([N+](=O)[O-])cc2)CC1	2	-2.5	3	6	-1	-1
3	-15	-4	C/C(=N\NC(=S)NCc1ccccc1)c1ccc(C(C)(C)C)cc1	-2	-1.0	0	1	8	7
-14	4	-2	CCOC(=O)C1=C(COC(=O)COc2ccc(OCC)cc2)NC(=O)NC1C (stereo not drawn)	0	-0.3	7	8	10	5
10	1	-6	CCOC(=O)c1oc2cc(O)cc(O)c2c(=O)c1OCc1ccccc1	6	0.8	0	-5	-8	2
-1	11	1	O=C(Nc1cccc(S(=O)(=O)N2CCCCC2)c1)c1ccc([N+](=O)[O-])o1	4	5.8	7	-16	1	6
-7	-1	-5	Cc1ccc(C)c(C(=O)N2CCN(c3ncccn3)CC2)c1	-1	-1.3	2	-7	8	14
-14	0	6	Cc1nnc(SCC(=O)Nc2cccc(C(F)(F)F)c2)[nH]c1=O	1	0.2	0	3	-1	0
-2	-2	1	Cn1c(N)c(S(=O)(=O)N2CCCC2)c(=O)n(C)c1=O	-4	0.0	0	0	7	0
-24	-8	-6	COC(=O)c1ccc(CSc2nnc(Nc3ccc(OC)cc3)s2)o1	-5	-3.1	4	0	0	8
-16	-3	0	COc1ccc([C@H]2C[C@H](O)[C@@H](n3cc(COC(=O)c4ccccc4)nn3)CN2C(=O)C2CCCCC2)cc1	0	-0.1	3	0	11	2
-15	-22	-3	COCC(C)NC(=O)C1CC(=O)N(CCc2ccc(F)cc2)C1 (stereo not drawn)	-1	-1.0	0	7	5	2
0	6	2	CC(=O)N1CCN(S(=O)(=O)c2ccc(S(=O)(=O)NC3CC3)cc2)CC1	-4	-1.4	1	3	8	2
-11	-2	0	CCN1CCN(S(=O)(=O)c2ccc(Cl)c(C(=O)NC3CCC(C)CC3)c2)CC1 (stereo not drawn)	-7	-2.1	1	4	12	8
-11	16	-1	CSCCC(NS(=O)(=O)c1ccc(C)cc1)C(=O)N1CCCC1 (stereo not drawn)	-2	-0.8	0	3	11	3
8	1	-19	O=C(Cn1ccc(C(F)(F)F)n1)N/N=C/c1ccc(N2CCOCC2)cc1	0	1.3	20	-8	-9	11
2	1	4	CS(=O)(=O)c1ccc(C(=O)NNC(=O)c2cccs2)cc1	1	-2.0	1	8	7	6
-3	-1	4	CCc1cccc2c(C(=O)COC(=O)c3nccnc3N)c[nH]c12	-1	-2.1	3	1	8	9
-1	1	-8	CCc1nnc(NC(=O)CSc2nnc(-c3ccc(S(=O)(=O)N(CC)CC)cc3)n2CC)s1	-4	1.1	3	-6	-5	7
-7	-12	-2	CC(Sc1nnc(-c2ccccc2F)n1C1CC1)C(=O)NCc1ccco1 (stereo not drawn)	0	-1.1	1	8	7	-1
-18	12	-1	O=C(/C=C/c1cc(Br)ccc1O)c1ccco1	3	6.5	6	-17	4	13
-14	-11	-2	COc1ccc(CNC(=O)COC(=O)[C@@H]2CCCN2C(=O)c2cccs2)cc1	-1	-0.8	1	2	3	20

Compound profiles (already shown). Values in the order: CHRM1 antagonist | CHRM4 antagonist | M5 PAM | CHRM5 agonist | CRFBP-R2 agonist | M4 ag | CHRM4 PAM | M1 PAM | M5 antag
Shown for `COc1ccc(CNC(=O)COC(=O)[C@@H]2CCCN2C(=O)c2cccs2)cc1` → -14 | -11 | -2 | -1 | -0.8 | 1 | 2 | 3 | 20
Shown for `COc1ccc([C@H]2C[C@H](O)[C@@H](n3cc(COC(=O)c4ccccc4)nn3)CN2C(=O)C2CCCCC2)cc1` → -16 | -3 | 0 | 0 | -0.1 | 3 | 0 | 11 | 2

High-throughput results from PubChem BioAssay.
